TGFb inhibitor – TGF-b pathway inhibition; HepG2 CAGA-GFP TGF-b/SMAD3 reporter, GFP fluorescence, 18 h; TGF-beta stimulated, 500 pg/mL final; 410,000 compounds, 1.2% hits; AID 588855; Potency, µM (highest dose often 46.1 µM), inactives show at the highest dose activity, negative = inhibition, most hits filed as inhibitors; further: potency means the concentration at half of the fitted maximal effect; on the % scale 0 is the no-effect control and ±100 the full control effect; nearly all actives have a fitted effect of over 65% in size
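First, reporter cells (HEPG2 CAGA-GFP) rested 2 h at 37 degrees C. Next, compounds were pinned in and TGF-beta added to 500 pg/mL final. After 18 h, GFP was imaged per cell and summed per well.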
Mm-Cpn inhibitor – inhibitors of Methanococcus maripaludis chaperonin (MmCpn) | purified Mm-Cpn ATPase, ADP Transcreener TR-FRET | Potency, µM (highest dose often 76.9 µM), without a hit: top-dose activity, negative = inhibition, actives largely listed as inhibitors | 330,000 compounds, 0.031% hits | AID 504842; further: potency means the concentration at half of the fitted maximal effect; on the % scale 0 is the no-effect control and ±100 the full control effect; nearly all actives have a fitted effect of over 80% in size
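Quantitative HTS used 25 nM Mm-CPN and 10 uM ATP in magnesium/KCl Tris buffer, pH 7.4, with 1 mM DTT. Hydrolysis ran 30 min at 37°C; ADP was read by HTRF.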
EPAC2 antag – antagonists of human EPAC2. 360,000 compounds, 0.18% hits. Potency, µM (series often up to 114 µM), for the others: at the top dose activity, negative = inhibition, usual class: inhibitors. EPAC2 GEF exchange of Rap1B-BODIPY-GDP, fluorescence. AID 720708. Q8WZA2; further: potency means the concentration at half of the fitted maximal effect; on the % scale 0 is the no-effect control and ±100 the full control effect; nearly all actives have a fitted effect of over 45% in size; many of its hits are not listed in these tables
Target sequence (Q8WZA2 whole entry, looked up): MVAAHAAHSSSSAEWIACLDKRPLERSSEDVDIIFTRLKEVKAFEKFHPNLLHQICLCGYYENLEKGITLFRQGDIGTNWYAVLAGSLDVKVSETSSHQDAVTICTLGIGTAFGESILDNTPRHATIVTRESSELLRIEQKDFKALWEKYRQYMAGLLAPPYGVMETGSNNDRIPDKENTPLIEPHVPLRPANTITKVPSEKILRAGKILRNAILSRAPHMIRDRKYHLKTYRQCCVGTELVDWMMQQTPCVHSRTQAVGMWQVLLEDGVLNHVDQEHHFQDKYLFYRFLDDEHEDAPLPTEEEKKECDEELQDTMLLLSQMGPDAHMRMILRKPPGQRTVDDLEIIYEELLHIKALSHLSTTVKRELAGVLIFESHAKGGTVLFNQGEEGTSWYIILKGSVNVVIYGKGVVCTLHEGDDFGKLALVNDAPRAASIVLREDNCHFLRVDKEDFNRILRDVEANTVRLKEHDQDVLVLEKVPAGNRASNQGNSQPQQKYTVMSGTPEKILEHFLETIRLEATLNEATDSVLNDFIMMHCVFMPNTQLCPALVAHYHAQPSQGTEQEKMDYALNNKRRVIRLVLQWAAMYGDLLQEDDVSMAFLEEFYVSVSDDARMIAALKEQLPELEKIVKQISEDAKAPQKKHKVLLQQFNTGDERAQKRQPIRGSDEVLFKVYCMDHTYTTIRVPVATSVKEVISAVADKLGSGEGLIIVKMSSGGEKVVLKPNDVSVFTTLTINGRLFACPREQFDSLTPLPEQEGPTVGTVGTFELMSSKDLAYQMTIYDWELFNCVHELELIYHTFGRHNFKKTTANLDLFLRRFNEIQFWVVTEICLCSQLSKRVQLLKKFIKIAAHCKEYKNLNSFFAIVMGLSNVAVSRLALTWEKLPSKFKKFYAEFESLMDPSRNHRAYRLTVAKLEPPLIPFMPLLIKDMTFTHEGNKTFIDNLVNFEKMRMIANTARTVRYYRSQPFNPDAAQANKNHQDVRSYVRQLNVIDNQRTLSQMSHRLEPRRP
CCT modulator – cytosolic chaperonin activity modulation | purified chaperonin ATPase assay, HTRF ADP detection, 30 min | 360,000 compounds, 0.3% hits | activity change, % (concentration not given with the values), hits read low | AID 651819; in the data active means activity change below about -30%; further: on the % scale 0 is the no-effect control and ±100 the full control effect
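TRiC (40 or 20 nM final, by batch activity) in 30 mM Tris pH 7.4, 100 mM KCl, 5 mM MgCl2, 1 mM DTT was treated with compound at 76 uM single dose, then 10 uM ATP, 30 min at 37 °C. ADP was read by HTRF Transcreener.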
Nrf2 block – Nrf2 pathway inhibition. A549 ARE-Fluc reporter, luciferase luminescence, 18-24 h. Potency, µM (titrated, usually from 46 µM), without a hit: at the top dose activity change, negative = inhibition, usual class: inhibitors. 360,000 compounds, 2.1% hits. AID 504444; further: potency means the concentration at half of the fitted maximal effect; on the % scale 0 is the no-effect control and ±100 the full control effect; nearly all actives have a fitted effect of over 60% in size
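Nrf2 function is reported as luminescence of an ARE-controlled luciferase in A549 cells. Compounds were tested at several concentrations, and a CellTiter-Fluor read on the same wells flagged cytotoxicity.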
Nrf2 ARE act – Nrf2 pathway activation; AREc32 ARE-luciferase reporter (MCF7-derived line), luminescence, 24 h; Potency, µM (doses to about 46.1 µM), for the others: at the highest dose activation, usual class: activators; 410,000 compounds, 0.31% hits; further: potency means the concentration at half of the fitted maximal effect; % of control where 0% means no effect; nearly all actives have a fitted effect of over 65% in size
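Cells of the AREc32 ARE-luciferase line are plated in OPTI-MEM containing 5% FBS and left overnight at 37 deg C. Compounds are pinned in, incubation continues 24 hr, and firefly luciferase signal is then measured.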
EPAC2 agonist – EPAC2 (human) agonism | Q8WZA2 | EPAC2 activation, biochemical qHTS; response scale: 100% = 6.5 mM cAMP response | Potency, µM (doses to about 154 µM), for the others: top-dose activation, hits mostly activators | 360,000 compounds, 0.079% hits; further: potency means the concentration at half of the fitted maximal effect; nearly all actives have a fitted effect of over 50% in size
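Setup: EPAC2 100 nM, labeled Rap1B complex 250 nM, free GDP 50 uM. Compound titrations pinned in, brief spin, 5 min room temperature incubation. Kinetic fluorescence read over 30 min, normalized to 6.5 mM cAMP.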
A549 tox – kills or reduces viability of A549 cells in Nrf2 counter-screen. A549 ARE-Fluc cells, CellTiter-Fluor viability, 18-24 h. Potency, µM (highest dose often 46 µM), without a hit: at the highest dose activity change, negative = cytotoxicity, actives largely listed as inhibitors. 390,000 compounds, 0.16% hits. AID 504648; further: potency means the concentration at half of the fitted maximal effect; on the % scale 0 is the no-effect control and ±100 the full control effect
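A549 ARE_Fluc cells in 5% FBS OPTI-MEM were exposed to compounds in concentration-response for 18-24 h at 37 deg C. Viability was read by CellTiter-Fluor fluorescence (Ex 405/Em 525) after 30 min, before the luciferase read.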
Akt phos inh – Akt phosphorylation inhibition. Neuro2A IGF-stimulated pAkt S473 HTRF, 20 min; stronger effect = lower value. activity change, % for hits at 50 µM. 360,000 compounds, 0.32% hits. AID 651550; in the data active means activity change below about -80%; inconclusive means mostly about -51% to -80%; further: on the % scale 0 is the no-effect control and ±100 the full control effect
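Neuro2A cells in DMEM with 0.5% FBS, overnight at 37 deg C, given compound at single 50 µM final, then IGF (6 nM final) for 20 min at 37 deg C. Lysed; phospho-Akt Ser473 by HTRF after 24 h, 665/615 ratio.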
An asterisk follows results filed as active; i = inactive; ? = inconclusive; . = not tested or not shown; & = joins results of further samples; [ ] = remark or other dose. Unless noted, the call rests on the fitted dose curve; in most records, active means well fitted curve in the direction sought with a large enough effect; inconclusive means small, poorly fitted or top-dose-only effect, or another doubt; inactive means no such curve, though single readings can be large; an effect the other way counts as inactive or inconclusive.

SMILES	TGFb inhibitor	Mm-Cpn inhibitor	EPAC2 antag	CCT modulator	Nrf2 block	Nrf2 ARE act	EPAC2 agonist	A549 tox	Akt phos inh
O=C(CCOc1ccccc1)Nc1ccccc1	-19%	1%	4%	-0.7	.	3.7%	1%	3%	i
COc1ccc(-c2c(C#Cc3ccsc3)c3cc(-c4ccc(OC)nc4)ccc3n2C)cc1	-6%	-4%	11%	-4.0	5%	-0.3%	9%	-6%	i
Cn1c(=O)c2[nH]c(N3CCN(c4ccccc4)CC3)nc2n(C)c1=O	7%	-5%	-3%	1.8	?	-0.5%	?	?	i
CCN(Cc1ccccc1)S(=O)(=O)c1cc(C(=O)NCCCN(C)C)ccc1OC	-14%	-6%	13%	-3.4	-1%	0.1%	-3%	0%	i
Cc1cccc(N(C)C(=O)CN2C(=O)COc3ccc(S(=O)(=O)N4CCCCCC4)cc32)c1	?	-1%	-7%	-5.5	-10%&9%	-1.2%&0.1%	4%	-2%&-2%	i
CC1(C)CCCC2=C1CC1C(=O)N(N)C(=O)C1C2 (stereo not given)	-18%	2%	22%	1.5	1%	0.4%	14%	1%	i
COC(=O)c1ccccc1NC(=O)NC1CCC(C)CC1 (stereo not given)	0%	2%	-4%	-0.8	?	5.1%	1%	14%	i
COc1ccc(NC(=O)C(Cc2ccccc2)NS(=O)(=O)c2ccc3c(c2)CCN3C(C)=O)cc1 (stereo not given)	-32%	.	.	.	-17%	0.2%	.	-3%	.
COCCNC(=O)C(c1ccco1)N(C(=O)Cn1nnc2ccccc21)c1ccc(C)cc1C (stereo not given)	5%	1%	-1%	-2.6	6%	0.5%	-19%	-3%	i
CCN1CCN(S(=O)(=O)c2ccc(Cl)c(C(=O)NC3CCC(C)CC3)c2)CC1 (stereo not given)	-26%	-2%	-4%	2.1	?	0.3%	7%	-4%	i
COc1c(C)cc(Br)cc1C(=O)NCc1cccnc1	-26%	-1%	-6%	-1.5	3%	0.5%	-3%	14%	i
CN(Cc1ccc(Cl)cc1Cl)C(=O)CNC(=O)c1ccco1	-4%	-3%	-3%	0.9	-2%	-0.7%	1%	-2%	i
Cn1nc(C(C)(C)C)cc1N1C(=O)CCC1(C)C(=O)NCc1ccccc1 (stereo not given)	10%	.	-4%	0.8	.	0.2%	3%	.	i
CC(C)n1c(CCCO)nc2ccccc21	23%	0%	-4%	-1.9	11%	-0.8%	-1%	-5%	i
Cc1ccc(C)c(S(=O)(=O)c2cn(C)c3cc(F)c(F)cc3c2=O)c1	-10%	.	.	.	6%	3.3%	.	-5%	.
Cc1ccccc1C(=O)NC(=S)N(C)CCc1ccccn1	1%	-2%	8%	0.3	5%	0.5%	3%	-6%	i
CCC(C)S(=O)(=O)c1oc(-c2ccc(F)cc2)nc1S(=O)(=O)c1ccc(F)cc1 (stereo not given)	?	.	.	.	?	-5.2%	.	?	.
O=c1cc(CSc2ccc(Cl)cc2)nc(N2CCOCC2)[nH]1	12%	0%	17%	-16	?	-0.9%	4%	1%	i
CS(=O)(=O)n1nc(-c2ccco2)nc1NCc1ccccc1Cl	-24%	.	.	.	12%	10%	.	1%	.
COC(=O)N/N=C/c1cn(Cc2c(Cl)cccc2Cl)c2ccccc12	?	1%	3%	2.0	-2%	4.1%	8%	-7%	i
CCOc1ccc(OCCC(=O)Nc2ccc(F)cc2C)cc1	5%	2%	4%	1.0	8%	-0.9%	-1%	3%	i
Cc1ccc(CC(=O)Nc2cccc([N+](=O)[O-])c2)cc1	-15%	1%	-1%[57.1 µM]	-3.7	-1%	3.7%	10%	4%	i
O=C(N/N=C/c1ccc(Cl)cc1)c1ccc2c(c1)OCO2	?	-6%	-14%	1.3	?	0.3%	1%	-21%	i
CC(C)CN(C(=O)CSc1nnc2ccccn12)C1CCS(=O)(=O)C1 (stereo not given)	-1%	0%	-2%	-2.5	1%	0.2%	7%	6%	i
O=C(Nc1nc(-c2ccc(Cl)cc2Cl)cs1)c1ccc(OCC2CCCO2)cc1 (stereo not given)	-17%	-15%	-1%	0.1	-1%	2.1%	5%	1%	i
COC(=O)Cc1ccc(NC(=S)Nc2ccccn2)cc1	0%	0%	5%	0.4	?	3.9%	1%	-2%	i
Cc1ccc(C(C)C)c(OCC(=O)NNC(=O)Cn2[nH]c(=O)c3ccccc3c2=O)c1	-3%	1%	24%	-0.9	-7%	-1.2%	-6%	-2%	i
Cc1ccc(C)c(OC(C)C(=O)Nc2nccs2)c1 (stereo not given)	-10%	-1%	-6%	0.0	5%	3.0%	8%	17%	i
CCOC(=O)c1[nH]c(C)c(C(=O)Nc2cc(Cl)ccc2C)c1C	4%	0%	9%	-1.4	?	0.2%	-5%	-17%	i
CCOC(=O)C(C)n1cnc2c(nnn2-c2ccc(C)cc2)c1=O (stereo not given)	-29%	1%	13%	0.2	-12%	0.0%	3%	1%	i

Rewritten with two lines to a compound: entries from further up
Screens in order – TGFb inhibitor | Mm-Cpn inhibitor | EPAC2 antag | CCT modulator | Nrf2 block | Nrf2 ARE act | EPAC2 agonist | A549 tox | Akt phos inh
- COc1ccc(NC(=O)C(Cc2ccccc2)NS(=O)(=O)c2ccc3c(c2)CCN3C(C)=O)cc1 (stereo not given)
  -32% | . | . | . | -17% | 0.2% | . | -3% | .
- COCCNC(=O)C(c1ccco1)N(C(=O)Cn1nnc2ccccc21)c1ccc(C)cc1C (stereo not given)
  5% | 1% | -1% | -2.6 | 6% | 0.5% | -19% | -3% | i

Going on with the list:
SMILES	TGFb inhibitor	Mm-Cpn inhibitor	EPAC2 antag	CCT modulator	Nrf2 block	Nrf2 ARE act	EPAC2 agonist	A549 tox	Akt phos inh
COc1ccc(OC)c(Nc2nc(=O)c3cccnc3s2)c1	-11%	-15%	1%	1.8	5%	4.2%	2%	12%	i
COC(=O)C1=C2c3[nH]c4ccccc4c3CCN2C(=O)CC1	3%	.	?	-4.5	-2%	3.2%	13%	-8%	i
CCc1ccc(C(C)NC(=O)c2cc(C)oc2C)cc1 (stereo not given)	-10%	-2%	-1%	-1.3	?	-0.5%	3%	-15%	i
O=C(Nc1ccc(S(=O)(=O)Nc2nccs2)cc1)c1cc(-c2ccccc2Cl)nc2ccccc12	?	-4%	-10%	0.4	-1%	1.7%	8%	-2%	i
N#C/C(=C\c1ccco1)C(=O)NCC1CCCO1 (stereo not given)	10%	-4%	12%	-0.8	15%	2.0%	-1%	-3%	i
O=C(OCc1cccc(F)c1)c1ccc2c(c1)-c1ccccc1C2=O	1%	1%	0%	2.2	?	0.6%	-7%	-16%	i
Cc1nnc(SCC(=O)N2CC(=O)Nc3ccccc32)n1C	2%	-12%	9%	-3.5	10%	0.0%	-5%	5%	i
Cc1ccc(C(=O)Nc2ccc(-c3nc4ccccc4o3)cc2)cc1Cl	-9%	.	.	.	1%	-0.5%	.	-4%	.
CC(=O)Oc1ccc(C(=O)NCc2ccco2)cc1	2%	-2%	-5%	-3.0	-3%	-0.5%[9.22 µM]	4%	-2%	i
C/C(=N\NC(=O)c1cccc(Cl)c1)c1cccc(NC(=O)C(C)C)c1	15%	0%	-3%	0.1	?	2.6%	0%	-11%	i
CCOC(=O)c1c(C)oc2c(CN3CCN(C)CC3)c(Br)c(OC)c(O)c12	-10%	-3%	-1%	-0.3	1%	-0.2%	-6%	9%	i
CCOc1ccc(S(=O)(=O)NCCC(=O)NCC(c2ccc(OC)cc2)N2CCCCC2)cc1 (stereo not given)	0%	1%	-5%	-0.4	4%	0.1%	-8%	-5%	i
CCN1C(=O)C(=Cc2cccc(OC)c2Oc2ccc([N+](=O)[O-])cc2[N+](=O)[O-])SC1=S	0%	1%	-3%	-0.7	?	24%	4%	?	i
Oc1c(Br)cc(Br)cc1/C=N/NC(=S)N[C@H]1CC2C=CC1C2 (stereo not given in full)	?	-1%	-2%	-1.9	?	3.2%	11%	-9%	i
COc1ccc(NC(=O)C2=CC(c3ccc(C)cc3)=NS(=O)(=O)N2C)cc1	?	-2%	-29%	-0.1	?	2.4%	-3%	-9%	i
Cc1ccc2nc(NC(=O)CSc3nnc(C)c(=O)n3N)sc2c1	-13%	-1%	-3%	-5.5	?	3.5%	-4%	2%	i
O=C(NCCN1CCN(c2ccccc2)CC1)Nc1cccc(Br)c1	-10%&44%	-1%	5%	-2.3	-18%&4%	0.6%&7.7%	5%	-11%&-2%	i
COc1ccc(CNC(=O)C2CCCN(S(=O)(=O)N3CCC(C)CC3)C2)c(OC)c1 (stereo not given)	-1%	-6%	25%	2.7	17%	0.2%	3%	1%	i
CC1Cc2ccccc2N1C(=O)c1ccc(N2CCCC2)c([N+](=O)[O-])c1 (stereo not given)	-25%	1%	-21%	2.1	18µM*	2.6%	11%	?	i
CCN1CCN(c2ccc(N3CCN(S(=O)(=O)c4ccc(C)c([N+](=O)[O-])c4)CC3)nn2)CC1	12%	1%	-9%	-2.7	0%	-0.5%	-1%	4%	i
COC(=O)c1ccccc1NC(=O)C1CCCN(c2ncnc3onc(C)c23)C1 (stereo not given)	-10%	.	.	.	-1%	-0.4%	.	-2%	.
CCCCc1cc(=O)oc2cc(C)c(CN3CCCC3)c(O)c12	16%	0%	-9%	1.7	?	-0.3%	-7%	-3%	i
O=C(CN1C(=O)NC2(CCCCC2)C1=O)Nc1ccccc1N1CCCCC1	-3%	-3%	1%	-0.6	-5%	-0.7%	-2%	8%	i
CCCn1c(CN(Cc2ccccc2)Cc2ccccc2)nc2c1c(=O)n(C)c(=O)n2C	-13%	1%	-27%	-3.2	?	-0.3%	0%	1%	i

Some of the compounds tested (hit frequency here may not be typical).
